KOR beta-arrestin-1 = KOR antagonists, beta-arrestin recruitment, cell-based, luminescence, uHTS (AID 1778); KOR beta-arrestin recruitment, luminescence, antagonist mode; higher % means a stronger effect; one-dose inhibition, % at 10 µM; IC50 in µM for titrated hits; 290,000 tested, 0.091% active; also: strong numbers were not always called active
KOR beta-arrestin-2 = KOR agonists, beta-arrestin recruitment, primary screen, cell-based, luminescence, uHTS (AID 1777) | KOR beta-arrestin recruitment, luminescence; higher % means a stronger effect | activation, % at 10 µM, or EC50 in µM where a hit was titrated | 280,000 tested, 0.02% active; in the data active = activation above about 50%, passing the limit was not always enough; also: a part of the inactive calls stands beside numbers as strong as those of hits
SIAH1 antagonists = Siah-1 peptide-binding antagonists, primary screen, biochemical, fluorescence polarization, rhodamine-plectin, uHTS (AID 1817). Siah-1 / rhodamine-plectin peptide fluorescence polarization; higher % means a stronger effect. 290,000 tested, 0.02% active. one-dose displacement, % at 20 µM; IC50 in µM for titrated hits;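 active = displacement of at least 50% at 20 µM, with a fluorescence ratio check between 0.3 and a set limit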;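 also: plate controls were Siah plus tracer with DMSO for no effect and tracer alone without Siah for full effect; strong numbers were not always called active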
LYP inhibition = inhibitors of LYP phosphatase, biochemical, fluorescence intensity, uHTS (AID 1779); recombinant LYP phosphatase, fluorescence intensity; higher % means a stronger effect; inhibition, % at 11.5 µM; hits with a dose series show IC50 in µM; 290,000 tested, 0.054% active;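 also: plate controls were vehicle with enzyme for no effect and no enzyme for full effect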
HIV fusion peptide = inhibitors of HIV fusion peptide binding, primary screen, biochemical, uHTS, fluorescence dequenching (AID 1986); cell-free peptide binding, fluorescence dequenching, 30 min; higher % means a stronger effect; one-dose inhibition, % at 20 µM; IC50 in µM for titrated hits; 290,000 tested, 0.3% active; in the data active = inhibition mostly above about 52%, no sharp cut-off; inactive = mostly below about 76%; also: some results filed as inactive read as strong as hits
Salmonella PhoP GFP = PhoP-dependent GFP reporter repression – Salmonella Typhimurium, primary screen (AID 1863) | S. Typhimurium PhoP-regulated promoter GFP reporter, 4 h; higher % means a stronger effect | inhibition, % at 50 µM; hits with a dose series show IC50 in µM | 300,000 tested, 0.16% active;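 active = inhibition over 29.93%, a cutoff 3 SD above the screen mean, later confirmed by dose response; inconclusive = inhibition over 29.93% but no dose response follow-up; inactive = inhibition at most 29.93% or unconfirmed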;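 also: 0% = low Mg2+ inducing control and 100% = high Mg2+ repressing control; strong numbers were not always called active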
NOD1 NF-kB reporter = NOD1 signaling inhibitors, primary screen, cell-based, luminescence, uHTS (AID 1578). NOD1-driven NF-kB luciferase reporter cells, luminescence; higher % means a stronger effect. inhibition, % at 4 µM; hits with a dose series show EC50 in µM. 290,000 tested, 1% active; in the data active = inhibition mostly above about 36%, no sharp cut-off; inactive = mostly below about 34%;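 also: HEK-293T reporter cells stimulated with the NOD1 agonist gamma-tri-DAP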
Myeloid diff MLP = myeloid differentiation induction | 360,000 tested, 1% active | calls only at 10 µM | ER-HoxA9 myeloid progenitors, lysozyme-GFP differentiation, flow cytometry;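 active = normalized GFP-positive differentiation at or above the plate's own cutoff, the solvent-only control mean plus 3 SD; inconclusive = no clear call, values can overlap the other calls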;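 also: cells exposed to compound for four days before flow analysis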
NOD2 inhibition = inhibition of NOD2-driven NF-kB reporter – cell-based, luminescence, uHTS, HEK293 (AID 1566). 290,000 tested, 0.63% active. inhibition, % at 4 µM, or EC50 in µM where a hit was titrated. HEK293 NOD2/NF-kB luciferase reporter, luminescence; higher % means a stronger effect; also: many of its hits are not listed in these tables
Myeloid diff MLP GFP+ MAC1+ % = second read-out of Myeloid diff MLP, no call of its own (marks repeat the call); GFP+ MAC1+ double positive, %; measured here: differentiation confirmed by MAC1 staining
Numbers without * were called inactive; i = inactive; ? = inconclusive; nt = not tested or not shown; [ ] = another dose, or the depositor's remark. Rule as the data show it, unless noted: active = inhibition above about 50%; inactive = the rest. These rows are one share of the data (hit frequency here may not be typical).

SMILES	KOR beta-arrestin-1	KOR beta-arrestin-2	SIAH1 antagonists	LYP inhibition	HIV fusion peptide	Salmonella PhoP GFP	NOD1 NF-kB reporter	Myeloid diff MLP	Myeloid diff MLP GFP+ MAC1+ %	NOD2 inhibition
Cc1cc(C)c2nc(NNC(=O)c3ccc(S(=O)(=O)N4CCCCC4)cc3)sc2c1	13.8%	-2.2%	-2.2%	0.7%	4.1%	39.1%	5.7%	i	0.8	-1.2%
COc1ccc(CCC(=O)NNC(=O)c2cc(Cl)ccc2OC)cc1OC	-50.1%	0.2%	1.5%	-13.7%	0.1%	-3.5%	-6.4%	i	0.4	10.5%
O=C(NC1CC2CCCC(C1)N2C(=O)Nc1ccccc1)c1ccncc1 (stereo not given)	22.1%	-0.6%	-0.9%	3.0%	0.3%	12.2%	3.5%	i	0.2	11.5%
CCn1c(/C=C/c2ccccc2F)nc2ccccc2c1=O	-17.2%	3.0%	-1.9%	-1.3%	-0.6%	7.9%	-26.8%	i	0.1	8.2%
COc1ccccc1CNC(=O)CCCc1nnc2n(C)c(=O)c3sccc3n12	-18.0%	4.2%	-0.2%	-8.9%	-0.3%	0.1%	-23.9%	?	nt	6.4%
Cc1ccc2c(c1)N(C(=O)CCC(=O)N1CCN(c3ccccn3)CC1)CC(C)O2 (stereo not given)	13.7%[20 µM]	-5.4%	-3.3%	-13.5%	-1.3%	nt	-20.4%	i	1.6	-3.7%
CS(=O)(=O)Oc1ccc2c(c1)O/C(=C\c1cccc([N+](=O)[O-])c1)C2=O	-7.9%	-0.2%	1.4%	-0.4%	-0.8%	0.2%	5.1%	i	0.7	-14.7%
Cn1ccnc1C(O)c1cccc(OCc2ccccc2)c1 (stereo not given)	-7.1%	-4.2%	-0.4%	-6.1%	-0.3%	-1.0%	-12.6%	i	0.4	7.7%
COc1ccccc1NC(=O)CSc1nnc(Cc2cccn2C)n1CCc1ccccc1	17.7%	0.6%	-0.6%	-6.2%	1.1%	-0.8%	16.9%	i	0.8	1.9%
CC(=O)CSc1nnc2cc(C)c3ccccc3n12	-14.6%	-2.8%	6.5%	-3.8%	-1.2%	6.3%	-32.0%	i	0.3	8.7%
CC(C)NC(=O)CCCOc1ccc(Cl)cc1Cl	-13.6%	3.3%	-3.2%	-1.9%	2.4%	3.5%	-10.8%	i	1.4	-19.1%
CCOC(=O)C1(CCCc2ccccc2)CCN(C(=O)c2cnn(CC)c2)CC1	-30.2%[20 µM]	nt	-3.6%	2.4%	-0.8%	8.3%	-4.6%	i	0.2	13.5%
Cc1ccc(C2=N/C(=C\c3c(C)nn(-c4ccccc4)c3N3CCCC3)C(=O)O2)cc1	-4.9%	-1.9%	-2.9%	13.3%	2.1%	1.0%	8.5%	i	0.6	1.1%
CCCCSCCCNC(=O)c1cn(CC)c2ccc(S(=O)(=O)N3CCOCC3)cc2c1=O	-61.1%	-1.2%	-1.0%	-6.8%	-0.8%	3.8%	-17.7%	i	0.5	-15.4%
Cc1ccc(-c2nnc(CSc3nnc(COc4ccccc4)n3-c3ccccc3)o2)cc1	14.0%	nt	1.5%	4.4%	-1.5%	2.1%	-29.2%	i	2.8	-14.4%
COC(=O)c1cc(-c2ccc(S(=O)(=O)N3CCCC(C)C3)cc2)c(C(F)(F)F)s1 (stereo not given)	13.5%	2.2%	4.0%	1.7%	1.2%	nt	0.0%	i	0.4	6.0%
O=C(O)c1c(C(=O)O)c(-c2ccc(Br)cc2)n2c1CSC2	-0.2%	0.2%	3.4%	-5.2%	6.2%	-2.1%	2.1%	i	0.7	1.6%
O=C(CCCN1C(=O)/C(=C/c2ccco2)SC1=S)Nc1ccccc1	-2.5%	0.3%	53.2%	2.2%	68.7%	-3.9%	26.4%	i	0.0	12.8%
O=C1[C@@H]2Cc3c([nH]c4ccccc34)C(c3cccc([N+](=O)[O-])c3)N2C(=O)CN1C1CCN(Cc2ccccc2)CC1 (stereo not given in full)	-29.1%	8.3%	-4.1%	-6.3%	-1.5%	nt	-8.2%	i	1.0	-145.9%
O=C(O)c1ccccc1-c1nc2ccccc2c(=O)[nH]1	-5.8%	6.2%	6.7%	-1.7%	0.6%	5.9%	-12.0%	i	1.0	-12.6%
O=C(CCC1COc2ccccc2O1)Nc1ccc(Cl)cn1 (stereo not given)	14.6%	0.7%	-0.5%	-2.2%	0.8%	-1.3%	nt	i	0.8	-11.8%
COc1ccc(CN2CCN(Cc3cccc(F)c3)CC2)cc1OC	13.4%	-5.3%	2.6%	-8.1%	0.8%	1.5%	-3.7%	i	1.6	-2.5%
O=C(c1ccc(F)cc1)N1CCCC(C(=O)N2CCc3ccccc3C2)C1 (stereo not given)	9.0%	7.1%	2.6%	-4.8%	0.5%	-2.9%	-7.9%	i	0.5	6.4%
CCC(C)c1ccc(N(CC(=O)NC(C)(C)C)C(=O)CNC(=O)c2cccs2)cc1 (stereo not given)	-5.0%	8.1%	3.8%	-8.9%	-1.0%	-0.5%	40.9%	i	3.3	-28.5%
COC(=O)c1ccc(S(=O)(=O)NCc2ccc(OC)cc2)n1C	-16.7%	5.4%	0.4%	-5.5%	-1.5%	-8.8%	-9.3%	i	1.1	1.9%
O=C(/C=C/c1ccccc1Cl)N1CCCN(C(=O)/C=C/c2ccccc2Cl)CC1	12.6%	-3.8%	0.1%	-0.4%	-2.1%	-9.4%	-35.4%	i	4.5	7.0%
COc1ccc(N2CCN(c3ncnc4sc(C(=O)NCC5CCCO5)c(C)c34)CC2)cc1 (stereo not given)	-0.9%	-1.8%	-6.8%	0.8%	-3.2%	4.4%	18.4%	?	nt	-13.9%
CC(C)[C@H](NS(=O)(=O)c1cccc(Cl)c1)C(=O)OCC(=O)N1CCN(c2ccccc2)CC1	0.9%	-6.5%	-4.5%	-8.7%	-0.4%	7.3%	1.4%	i	0.6	11.3%
CNC(=S)N1CCn2cccc2C1c1ccc(F)cc1 (stereo not given)	-30.1%	6.2%	6.8%	-3.3%	3.4%	9.1%	-8.1%	i	0.4	8.4%
COc1ccc(CNC(=O)COc2ccc(C)nc2[N+](=O)[O-])cc1	2.4%	-3.1%	-3.7%	0.0%	2.3%	6.0%	-17.6%	i	0.1	7.6%
CCNC(=O)NCCNC(=O)c1cc(OCC(F)(F)F)ccc1OCC(F)(F)F	-16.0%	-1.1%	-4.2%	-1.5%	-1.4%	11.7%	-13.2%	i	0.0	-1.8%
COC(=O)c1ccccc1NC(=S)NC(=O)c1ccc(C)cc1	7.3%	0.1%	-0.5%	-0.9%	-0.1%	18.5%	-20.2%	i	0.1	8.8%
Cc1nnc2c(NCC(C)c3ccccc3)nc3ccccc3n12 (stereo not given)	-2.8%	-2.8%	12.5%	2.0%	1.7%	-3.2%	-2.6%	i	0.7	34.8%
O=C(CCCN1C(=O)/C(=C\c2ccccc2)SC1=S)Nc1ccc(C(=O)O)cc1	-16.0%	-0.8%	9.6%	-1.5%	12.6%	10.4%	4.4%	?	nt	9.0%
C#CCNc1c(C)c(C)nc2ncnn12	27.9%	-1.6%	1.4%	2.1%	-1.2%	-0.5%	nt	i	0.4	-6.1%
COC(=O)C1=C(C)N(c2ccccc2)/C(=C/c2ccco2)C1=O	10.5%	1.4%	0.9%	0.6%	5.9%	-12.6%	1.0%	i	0.9	3.3%
CCOc1ccc(CN2CCN(CC3=Cc4cccc(OC)c4OC3)CC2CCO)cc1 (stereo not given)	-34.7%[20 µM]	nt	-0.8%	2.2%	-0.1%	-0.9%	-11.6%	i	0.1	10.9%
Cc1ccc(-n2c(SCC(=O)N3CCCCC3)nc(O)cc2=O)cc1	-19.9%	-1.3%	-2.6%	-1.9%	0.8%	-8.8%	0.6%	i	0.3	9.6%
CCOc1ccc(NS(=O)(=O)c2cc(OCC(N)=O)c(C)cc2Cl)cc1	-2.5%	5.0%	-3.5%	-10.1%	-1.6%	7.7%	26.2%	i	0.5	9.3%
O=C(N/N=C/c1ccccc1C(=O)O)c1cc(-c2ccc3c4c(cccc24)CC3)n[nH]1	-36.6%	-1.1%	8.0%	6.3%	69.6%*	-1.4%	0.4%	i	0.3	20.2%

Complete entries, quoted from the list:
O=C(/C=C/c1ccccc1Cl)N1CCCN(C(=O)/C=C/c2ccccc2Cl)CC1 is entered as KOR beta-arrestin-1: 12.6%; KOR beta-arrestin-2: -3.8%; SIAH1 antagonists: 0.1%; LYP inhibition: -0.4%; HIV fusion peptide: -2.1%; Salmonella PhoP GFP: -9.4%; NOD1 NF-kB reporter: -35.4%; Myeloid diff MLP: i; Myeloid diff MLP GFP+ MAC1+ %: 4.5; NOD2 inhibition: 7.0%
COC(=O)C1=C(C)N(c2ccccc2)/C(=C/c2ccco2)C1=O is entered as KOR beta-arrestin-1: 10.5%; KOR beta-arrestin-2: 1.4%; SIAH1 antagonists: 0.9%; LYP inhibition: 0.6%; HIV fusion peptide: 5.9%; Salmonella PhoP GFP: -12.6%; NOD1 NF-kB reporter: 1.0%; Myeloid diff MLP: i; Myeloid diff MLP GFP+ MAC1+ %: 0.9; NOD2 inhibition: 3.3%

Other records.
SMILES	KOR beta-arrestin-1	KOR beta-arrestin-2	SIAH1 antagonists	LYP inhibition	HIV fusion peptide	Salmonella PhoP GFP	NOD1 NF-kB reporter	Myeloid diff MLP	Myeloid diff MLP GFP+ MAC1+ %	NOD2 inhibition
COc1ccc(C2CC(c3ccc(OC)cc3O)=NN2C(=O)c2ccccc2)cc1 (stereo not given)	22.7%	-1.4%	-2.7%	0.6%	-1.3%	21.2%	-5.1%	i	0.6	7.6%
CCn1nc(C)c(Br)c1-c1nc(CS(=O)(=O)c2ccc(F)cc2)no1	-25.5%	5.9%	-1.6%	-3.1%	1.6%	-6.5%	-2.3%	i	0.3	-2.7%
Cc1ccc(NC(=O)c2cc(C(=O)c3cc(Cl)ccc3O)cn(-c3ccc(C)cc3)c2=O)cc1	-32.5%	2.5%	7.1%	4.2%	5.1%	1.9%	4.6%	i	0.4	16.9%
O=C(N/N=C/c1cccnc1)c1[nH]ncc1Br	0.5%[20 µM]	-4.8%	3.3%	-2.1%	0.8%	-1.0%	-36.8%	i	0.3	-11.9%

Three compounds already listed, ordered by SMILES length, rising.
SMILES	KOR beta-arrestin-1	KOR beta-arrestin-2	SIAH1 antagonists	LYP inhibition	HIV fusion peptide	Salmonella PhoP GFP	NOD1 NF-kB reporter	Myeloid diff MLP	Myeloid diff MLP GFP+ MAC1+ %	NOD2 inhibition
CCOc1ccc(NS(=O)(=O)c2cc(OCC(N)=O)c(C)cc2Cl)cc1	-2.5%	5.0%	-3.5%	-10.1%	-1.6%	7.7%	26.2%	i	0.5	9.3%
O=C(N/N=C/c1ccccc1C(=O)O)c1cc(-c2ccc3c4c(cccc24)CC3)n[nH]1	-36.6%	-1.1%	8.0%	6.3%	69.6%*	-1.4%	0.4%	i	0.3	20.2%
Cc1ccc(NC(=O)c2cc(C(=O)c3cc(Cl)ccc3O)cn(-c3ccc(C)cc3)c2=O)cc1	-32.5%	2.5%	7.1%	4.2%	5.1%	1.9%	4.6%	i	0.4	16.9%
